Sm TGR inh – blocks Schistosoma mansoni thioredoxin glutathione reductase. Q962Y6. purified TGR, DTNB reduction, TNB absorbance 405 nm. Potency, µM (highest dose often 114 µM), for the others: top-dose activity change, negative = inhibition, actives largely listed as inhibitors. 360,000 compounds, 3% hits. AID 485364; also: potency is read from the fitted curve at half-maximal effect; nearly all actives have a fitted effect of over 60% in size
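First, TGR (20 nM dispensed) and NADPH were mixed with compound. Second, a 15 min room-temperature incubation followed. Third, further NADPH and then DTNB were added to start the reaction. Finally, TNB absorbance was monitored kinetically.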
Giardia FBPA inh – inhibitors of Giardia lamblia fructose-1,6-bisphosphate aldolase; purified Giardia FBPA; Potency, µM (titrated, usually from 59.6 µM), for the others: at the highest dose activity, negative = inhibition, usual class: inhibitors; A8B2U2; 290,000 compounds, 0.71% hits; also: potency is read from the fitted curve at half-maximal effect; nearly all actives have a fitted effect of over 55% in size
Target sequence (A8B2U2 whole entry, looked up): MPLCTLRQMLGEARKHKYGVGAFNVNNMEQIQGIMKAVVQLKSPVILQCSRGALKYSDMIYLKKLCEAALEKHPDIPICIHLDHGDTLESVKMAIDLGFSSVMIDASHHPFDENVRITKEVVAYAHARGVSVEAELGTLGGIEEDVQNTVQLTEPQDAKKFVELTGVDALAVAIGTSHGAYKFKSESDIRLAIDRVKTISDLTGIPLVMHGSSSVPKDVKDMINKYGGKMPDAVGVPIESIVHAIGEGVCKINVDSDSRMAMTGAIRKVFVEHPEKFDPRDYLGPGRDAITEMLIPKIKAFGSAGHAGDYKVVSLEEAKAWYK
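Giardia FBPA (40 nM reagent) was preincubated 10 min at RT with compound (up to 57.5 uM final), then substrate plus GAPDH/TPI/NAD/arsenate coupling system with diaphorase/resazurin was added; resorufin fluorescence (525/598 nm) was read after 20 min.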
AmpC detergent – AmpC beta-lactamase inhibition with detergent present; P00811; AmpC hydrolysis of nitrocefin, absorbance 480 nm, 0.01% Triton; Potency, µM (doses to about 114 µM), for the others: at the highest dose activity change, negative = inhibition, most hits filed as inhibitors; 370,000 compounds, 0.041% hits;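 also: potency is read from the fitted curve at half-maximal effect; 0% = no-compound wells and -100% = no-enzyme wells; nearly all actives have a fitted effect of over 25% in size; some results filed as inactive show a strong effect at the top dose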
Target sequence (P00811 whole entry, looked up): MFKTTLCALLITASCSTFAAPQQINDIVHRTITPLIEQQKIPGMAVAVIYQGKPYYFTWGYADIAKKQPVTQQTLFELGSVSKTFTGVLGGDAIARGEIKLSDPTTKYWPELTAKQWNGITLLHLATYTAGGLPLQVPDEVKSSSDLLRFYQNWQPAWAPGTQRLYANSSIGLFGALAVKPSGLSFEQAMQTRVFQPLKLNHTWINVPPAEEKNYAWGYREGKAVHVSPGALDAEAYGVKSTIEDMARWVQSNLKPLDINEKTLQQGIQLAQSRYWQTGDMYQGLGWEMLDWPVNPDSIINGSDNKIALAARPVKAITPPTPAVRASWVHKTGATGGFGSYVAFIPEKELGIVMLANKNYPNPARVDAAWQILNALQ
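AmpC (5.3 nM in the dispensed reagent) in 20 mM phosphate pH 7.0 with 0.01% (detergent screen) or 0.0001% Triton X-100 was preincubated with compounds for 15 min at room temperature. Nitrocefin was then added from an 800 uM solution, and hydrolysis was followed at 480 nm.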
HCMV inh – blocks human cytomegalovirus replication; HFF cells, HCMV-luciferase reporter, 72 h; active compounds read low; activity change, negative = inhibition, % at 57.5 µM; 410,000 compounds, 4.5% hits; AID 1259415; in the data active = activity change below about -60%; inconclusive = no clear call, values can overlap the other calls; inactive = above about -39%
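Luciferase read-out from HCMV-luciferase-infected HFFs (MOI 1 PFU/cell) 72 h post infection at 37C; compounds added after 16 h cell attachment; activity normalized between buffer-only basal and Salinomycin (10uM) inhibitor controls.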
AMA1-RON2 inh – disrupts binding of P. falciparum AMA1 to RON2 | AlphaScreen AMA1-biotinylated RON2 peptide binding | 360,000 compounds, 0.2% hits | Potency, µM (series often up to 58.2 µM), for inactives: top-dose activity change, negative = inhibition, usual class: inhibitors;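 also: potency is read from the fitted curve at half-maximal effect; 0% = vehicle wells and -100% = peptide control; nearly all actives have a fitted effect of over 45% in size; some results filed as inactive show a strong effect at the top dose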
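AMA1 (3D7) with his tag at 25 nM final met compounds first, then biotinylated RON2 peptide at 25 nM; detection used donor plus acceptor beads, 10 µg/mL apiece, read by AlphaScreen after 30 min at room temperature.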
HCV inhibitor – inhibitors of hepatitis C virus infection. 340,000 compounds, 3.4% hits. Huh7.5.1 HCVcc-Cre infection, luciferase reporter, 44 h. Potency, µM (highest dose often 41.8 µM), without a hit: top-dose activity change, negative = inhibition, usual class: inhibitors; also: potency is read from the fitted curve at half-maximal effect
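Luciferase read-out (15 sec integration) after a 15 min room-temperature substrate step quantifies HCVcc-Cre infection. Cells, 1,000 per well, had compound added 4 h post-plating, then virus at ~0.5 moi, and were cultured 44 h.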
An asterisk follows results filed as active; ? = inconclusive; . = not tested or not shown; & = joins results of further samples; [ ] = dose if it differs, or a comment. Unless noted, calls follow the shape of the dose curve; as a rule, active = well fitted curve in the direction sought with a large enough effect; inconclusive = small, poorly fitted or top-dose-only effect, or another doubt; inactive = no such curve, though single readings can be large; an effect the other way counts as inactive or inconclusive. Unless noted, % is scaled to controls: 0 for no effect and ±100 for the full control effect.

Below each SMILES – Sm TGR inh	Giardia FBPA inh	AmpC detergent	HCMV inh	AMA1-RON2 inh	HCV inhibitor
CCN(C(=O)COC(=O)c1oc2ccc(OC)cc2c1C)C1CCCCC1
    -3%	.	?	-29	0%	-11%
Cc1ccc(C(=O)OCc2nc3ccsc3c(=O)[nH]2)o1
    -17%	.	?	-25	15%	-19%
Cc1cccnc1NC(=O)c1ccc(S(=O)(=O)N2CCCCC2)cc1
    4%	.	-2%	13	12%	7%
C=CCN1CN(Cc2ccco2)CNC1=S
    2%	-29%	-14%	-7	-6%	-2%
COc1ccccc1-c1nc(SCC(=O)NCc2ccc(C)cc2)c2c(=O)n(C)c(=O)n(C)c2n1
    ?	.	26%	-15	.	.
CC(C)NC(=O)Nc1cccc2c1O[C@H](CN(C)S(=O)(=O)c1cccs1)[C@@H](C)CN([C@H](C)CO)C2=O
    .	.	.	-3	10%	?
CCCCNC(=O)OC(C)CNC(=O)OC (configuration not stated)
    0%	1%	0%	37	8%	7%
Cc1cccc(C)c1NC1=NC(C)(C)N=C(N)N1
    3%	3%	?	-20	-2%	1%
CCOC(=O)CSc1cc(CS(=O)c2ccc(Cl)cc2)nc(-c2ccccc2)n1 (configuration not stated)
    2%	-9%	-1%	-14	-6%	-7%
c1csc(-c2nnc(N3CCCCCC3)c3ccccc23)c1
    -12%	?	-6%	-36	-26%	-8%
O=C(CNC(=O)[C@@H]1Cc2ccccc2CN1)Nc1ccc2c(c1)OCCO2
    -1%	-27%	-4%	?	30%	16%
C=CCNc1nc(NC(C)(C)CO)nc(OC)n1
    -5%	-10%	-6%	-14	13%	8%
O=C(CNC(=S)N(CCCN1CCOCC1)Cc1cccs1)N1CCOCC1
    2%	6%	-9%	10	-7%	4%
O=C(NCc1ccc(Cl)cc1)C(=O)NCC(c1ccco1)S(=O)(=O)c1cccs1 (configuration not stated)
    40µM*	.	6%	-3	.	.
CC(C)Oc1ccc(C(=O)NC2CCS(=O)(=O)C2)cc1 (configuration not stated)
    11%	-3%	-2%	11	10%	3%
C=CCn1c(CC(=O)OC)csc1=Nc1ccc(C(C)=O)cc1
    0%	-23%	-12%	86	-10%	0%
CCCCC(=O)NC(c1ccc(Cl)cc1)c1ccc2cccnc2c1O (configuration not stated)
    .	.	.	-98*	79%[activator]	?
CC(NC(=O)COC(=O)CNS(=O)(=O)/C=C/c1ccccc1)c1ccccc1 (configuration not stated)
    -30%	.	0%	-10	0%	7%
CCOC(=O)c1ccc(S(=O)(=O)N2CCN(CCc3ccncc3)CC2)cc1
    .	.	.	-2	0%	-30%
O=C(Nc1ccc(-c2nc3cccnc3s2)cc1)c1ccc(Br)o1
    -14%	3%	-15%	-91*	0%	11µM*
C=CCN=C(CC)C1=C(O)CCCC1=O
    -5%	-27%	8%	-67*	4%	16%
COc1ccccc1N1CCN(C(=O)CN(Cc2ccccc2)S(C)(=O)=O)CC1
    -1%	1%	?	-21	1%	16%
COc1cccc(OC)c1C(=O)NC(=S)Nc1ccc2c(c1)OCCO2
    .	-13%	-1%	?	28%	-8%
O=C(NCc1ccc(F)cc1)c1ccc(CSc2nc3ccncc3n2Cc2ccc(F)cc2)cc1
    -4%	.	19%	-38	.	.
O=C(NC(=S)NCc1nc2ccccc2[nH]1)c1ccccc1F
    -25%	-25%	7%	-3	51%[activator]	-14%
N#CCCCSc1nnc(-c2ccc(Cl)cc2)n1-c1ccccc1
    -1%	0%	2%	-27	-3%	5%
CC1CCCN(CC(O)COc2ccc3c(c2)OCO3)C1 (configuration not stated)
    1%	-2%	-13%	-28	9%	-6%
COc1cccc(C2=CC(=O)CC(c3ccco3)C2)c1 (configuration not stated)
    .	.	.	27	-16%	1%
Cc1cccn2c(=O)c3cc(C(=O)NCCCOC(C)C)sc3nc12
    -31%	-1%	0%	.	0%	-28%
COC(=O)c1cc2sccc2n1Cc1ccccc1
    -6%	.	-9%	-13	.	.
Cc1ccc(Cn2ccc(NC(=O)c3cc(-c4ccc(Cl)c(Cl)c4)on3)n2)cc1
    -1%	.	22%	4	.	.
CC(C)CC(NC(N)=O)C(=O)NCCc1ccc(Cl)cc1Cl (configuration not stated)
    -5%	1%	0%	13	-5%	-12%
CC(C)CN(C(=O)CN1CCc2ccccc21)c1c(N)n(CC(C)C)c(=O)[nH]c1=O
    -22%	-11%	-3%	36	-3%	6%
CCOC(=O)N1CCN(C(=O)CSc2ncccn2)CC1
    3%	3%	-11%	6	21%	20%
CC1(N=Cc2cc(Cl)ccc2O)COP(=O)(NC2CCCC2)OC1 (configuration not stated)
    .	.	.	9	11%	30%
CCNc1nc(NCC)n2c(SC(C(=O)Nc3cc(C)ccc3OC)c3ccccc3)nnc2n1 (configuration not stated)
    -6%	11%	-17%	17	9%	?
CCOC(=O)c1nnn(CC(=O)NC(=O)Nc2cccc(CC)c2)c1C(=O)OCC
    0%&-3%	1%	-3%&-7%	-19&12	-9%	7%
CC(O)CNCCCCOc1ccc(OCc2ccccc2)cc1 (configuration not stated)
    1%	2%	-8%	7	-10%	?
O=C(COc1cccc2ccccc12)N/N=C/c1ccc(Sc2nc3ccccc3s2)o1
    2%	-7%	-6%	66	-3%	?
CCn1nc(C(=O)OCC(=O)Nc2nc(-c3ccc(OC)cc3)cs2)c2ccccc2c1=O
    ?	0%	-3%	12	-8%	-3%

In a second layout: entries from further up.
> CC1(N=Cc2cc(Cl)ccc2O)COP(=O)(NC2CCCC2)OC1 (configuration not stated)
  Sm TGR inh: .; Giardia FBPA inh: .; AmpC detergent: .; HCMV inh: 9; AMA1-RON2 inh: 11%; HCV inhibitor: 30%
> CCNc1nc(NCC)n2c(SC(C(=O)Nc3cc(C)ccc3OC)c3ccccc3)nnc2n1 (configuration not stated)
  Sm TGR inh: -6%; Giardia FBPA inh: 11%; AmpC detergent: -17%; HCMV inh: 17; AMA1-RON2 inh: 9%; HCV inhibitor: ?
> CCOC(=O)c1nnn(CC(=O)NC(=O)Nc2cccc(CC)c2)c1C(=O)OCC
  Sm TGR inh: 0%&-3%; Giardia FBPA inh: 1%; AmpC detergent: -3%&-7%; HCMV inh: -19&12; AMA1-RON2 inh: -9%; HCV inhibitor: 7%
> CC(O)CNCCCCOc1ccc(OCc2ccccc2)cc1 (configuration not stated)
  Sm TGR inh: 1%; Giardia FBPA inh: 2%; AmpC detergent: -8%; HCMV inh: 7; AMA1-RON2 inh: -10%; HCV inhibitor: ?

Later entries:
Below each SMILES – Sm TGR inh	Giardia FBPA inh	AmpC detergent	HCMV inh	AMA1-RON2 inh	HCV inhibitor
COc1ccc(CCNC(=O)C(=O)NCc2ccc(C(C)C)cc2)cc1OC
    8%	2%	-3%	10	1%	-6%
CCc1ccc(C2=Nn3c(nnc3-c3cccs3)SC2)cc1
    -12%	0%	4%	-10	-26%	?
CCc1cccc(OCC(=O)Nc2ccc(C(=O)O)cc2NC(=O)COc2cccc(CC)c2)c1
    -4%	.	-13%	?	-9%	15%
Cc1ccc(NS(=O)(=O)c2ccc3c4c(cccc24)C(=O)N3)c(C)c1
    1%	.	8%	9	.	.
COCCNC(=O)/C(C#N)=C/C=C/c1ccccc1[N+](=O)[O-]
    -6%	-23%	-8%	-96*	1%	?
Cc1onc(-c2ccccc2)c1C(=O)N/N=C/c1cc(Br)c(O)c(Br)c1
    -20%	-3%	-6%	2	41%[activator]	-15%
Cc1ccc(Cl)cc1N1CCN(C(=O)CN2C(=O)COc3ccc(S(=O)(=O)N4CCOCC4)cc32)CC1
    1%	.	3%	7	.	.
CCOc1ccc(NC(=O)CC2Nc3cccc4cccc(c34)NC2=O)cc1 (configuration not stated)
    -34%	.	-4%	14	.	.
O=S(=O)(Nc1cccc(-c2ccc(N3CCCCC3)nn2)c1)c1ccc(F)cc1F
    16%	.	-5%	56	.	.
O=C(c1c(Cl)cccc1Cl)N1CCN(c2ccccn2)CC1
    1%	10%	0%	-33	9%	5%
CCOC(=O)c1c(NC(NC(=O)CF)C(Cl)(Cl)Cl)sc2c1CCCC2 (configuration not stated)
    2%	-2%	?	-12	-6%	?
O=C(NCc1ccc(F)cc1)C1CCN(S(=O)(=O)N2CCCCC2)CC1
    0%	4%	3%	-27	-1%	-2%
O=C(Oc1ccc(N(Cc2cccs2)C2=NS(=O)(=O)c3ccccc32)cc1)c1ccc(Cl)cc1
    -4%	-1%	-9%	17	0%	11%
C#CCOCCOCCOCCNc1nc(N2CCN(C(=O)[C@H](CCCCN)n3cc(CC(C)O)nn3)CC2)nc(N2CCN(C(=O)[C@H](CCCCN)n3cc(CC(C)O)nn3)CC2)n1 (some centres not stated)
    -31%	.	-1%	18	-2%	16%
O=C(c1cccc(F)c1)N1CCN(C(=O)c2nn3cccnc3c2Cl)CC1
    0%	14%	-2%	-17	9%	7%
O=C(CCN1CCN(Cc2ccccc2)CC1)Nc1cccc(Cl)c1
    -22%	5%	-16%	-10	20%	-20%
CCC(=O)N1CCc2cc(S(=O)(=O)NCCC(=O)Nc3ccc(OC)c(Cl)c3)ccc21
    2%	.	-2%	-14	.	.
Clc1ccc2c(c1)C1OCCC1C(c1ccco1)N2 (configuration not stated)
    32µM*	-16%	?	152	15%	?
C[C@@H]1CC=C[C@H]2[C@H]1C(=O)N(Cc1ccccc1)[C@H]2c1cccc([N+](=O)[O-])c1
    ?	-1%	-6%	-6	-11%	?
CC1CCCCN1c1nnc(NC(=O)Cn2c(=O)oc3ccccc32)s1 (configuration not stated)
    -10%	0%	?	13	1%	-16%
CCOC(=O)c1cnc2c(C)c(Cl)ccc2c1Nc1ccc(N2CCOCC2)cc1
    6%	.	11%	3	.	.
CCc1nn(C(C)C(=O)N2CC(C)CC(C)C2)c(=O)c2cc3occc3n12 (configuration not stated)
    3%	.	-1%	-25	-8%	16%
Cn1nnnc1SCCCNCc1cc(Cl)ccc1OCc1ccccc1
    -3%	.	0%	?	.	.
CS(=O)(=O)Nc1cccc(S(=O)(=O)N2CCN(C(=O)c3ccccc3)CC2)c1
    13%	8%	2%	-23	-9%	11%
CCc1sc(C(=O)N2CCc3ccccc32)cc1C
    8%	-6%	-15%	81	-2%	?
O=C(CNC(=O)c1ccccc1F)Nc1ccccc1C(F)(F)F
    0%	5%	-2%	11	6%	9%
CN(C)CCCNC(=O)C[C@H]1C[C@H](C(=O)N2CCCCC2)[C@@]2(CCc3ccccc3)c3[nH]c4cc(CCC(=O)N(C)C)ccc4c3CCN2C1=O
    .	.	.	-2	8%	-1%
CSc1nsc(SCC(=O)N2CCCc3ccccc32)n1
    1%	1%	-4%	-14	0%	?
CC(=O)Nc1sc(C)c(C)c1C(=O)OCC(=O)N(CC(C)C)C1CCS(=O)(=O)C1 (configuration not stated)
    1%	-4%	2%	-13	23%[11.6 µM]	-29%
COc1ccc(C(=O)OCC(=O)NCc2ccco2)cc1S(=O)(=O)N1CCN(c2cccc(Cl)c2)CC1
    0%	2%	8%	28	6%	?
Cc1[nH]nc2c1C(Cc1ccccc1)C(C#N)=C(N)O2 (configuration not stated)
    20µM*	9%	-3%	24	-2%	9%
CCOc1ccc(N2CC(C(=O)Nc3ccc(S(=O)(=O)Nc4nccs4)cc3)CC2=O)cc1 (configuration not stated)
    -3%	.	0%	?	1%	3%

Screening data: PubChem, National Center for Advancing Translational Sciences (NCATS)
